Source: PubChem BioAssay (several laboratories)
hgDAF12 agonist = activates the H. glycines DAF-12 receptor ligand-binding domain | HEK293 GAL4-hgDAF12 UAS-luciferase reporter, agonist luminescence; normalized to butyrate control | activation, % at 6.8 µM | 370,000 compounds, 1.8% hits;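 active means activation above a cutoff set at the mean of all screened compounds plus 3 SD, cut at about 10% in these data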;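 further: 0% = DMSO wells and 100% = sodium butyrate wells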
ADAM10 inh = inhibitors of human ADAM10. O14672. recombinant ADAM10, EDANS/DABCYL FRET peptide cleavage, 3 h. inhibition, % at 7 µM. 370,000 compounds, 0.62% hits;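 active means inhibition above a per-campaign cutoff equal to the mean of compounds falling between control-based bounds plus 3 SD, cut at about 20% in these data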;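 further: 0% = DMSO wells while the 100% control is not disclosed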
hcDAF-12 act = activates DAF-12 receptor from parasite H. contortus | HEK293 hcDAF-12 lit1-tk-luc reporter, luminescence; 0% DMSO, 100% Δ7-dafachronic acid | activation, % at 6.8 µM | 370,000 compounds, 1.4% hits | AID 652067;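 active means activation above the mean of all tested compounds plus 3 SD, cut at about 5.5% in these data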;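 further: 100% = response to 3 µM Δ7-dafachronic acid high control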
DAX1 inh-1 = inhibits human nuclear receptor DAX1; P51843; HEK293 Gal4-DAX1 luciferase reporter, luminescence; inhibition, % at 6.75 µM; 340,000 compounds, 0.99% hits; AID 504766;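 active means inhibition above the mean over all tested compounds plus 3 SD, cut at about 4.2% in these data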;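 further: 0% = DAX1-transfected cells with DMSO and 100% = empty-vector control cells with DMSO; inhibition shows as a rise in luminescence from relieved DAX1 repression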
Target sequence (P51843 207-470 limits assumed): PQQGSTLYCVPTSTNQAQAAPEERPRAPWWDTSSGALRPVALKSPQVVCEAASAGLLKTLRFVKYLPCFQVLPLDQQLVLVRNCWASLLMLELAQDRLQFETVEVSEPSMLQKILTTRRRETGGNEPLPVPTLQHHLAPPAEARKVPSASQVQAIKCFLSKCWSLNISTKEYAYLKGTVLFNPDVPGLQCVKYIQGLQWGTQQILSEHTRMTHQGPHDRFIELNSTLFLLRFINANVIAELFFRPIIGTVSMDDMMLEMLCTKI
DAX1 inh-2 = inhibitors of DAX1 repression of SF-1 activated StAR promoter; HEK293T StAR-luciferase reporter, SF-1/DAX-1 repression relief; inhibition, % at 6.8 µM; 370,000 compounds, 1.1% hits; AID 652010;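 active means inhibition above the mean over all tested compounds plus 3 SD, cut at about 3.6% in these data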;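 further: 0% = DAX-1 cells with DMSO and 100% = cells lacking DAX-1 with DMSO; higher inhibition means more luminescence from relief of DAX-1 repression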
GAA850 FXN act = activators of GAA850 frataxin (FXN) promoter; activation, % at 6 µM; 360,000 compounds, 0.56% hits; AID 540364; HEK293 lucGAA850 FXN promoter luciferase reporter, 24 h; percent of 10 µM SAHA response;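 active means activation above the average of all compounds screened plus 3 SD, cutoff fixed separately per campaign, cut at about 7.5% in these data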;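 further: 0% = DMSO wells and 100% = 10 µM SAHA wells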
NPR1 activator = GC-A (human) enzyme activation; HEK293 GC-A cells, cGMP TR-FRET, EC30 ANP; 0% at EC30 ANP, 100% saturating ANP; activation, % at 10 µM; 370,000 compounds, 0.14% hits; AID 1671463; in the data active means activation above about 40%
ssDAF-12 act = S. stercoralis DAF-12 activation, primary screen; HEK293 ssDAF-12/GRIP1 lit1-tk-luc reporter, luminescence; % of 3 µM dafachronic acid response; activation, % at 6.8 µM; 370,000 compounds, 1% hits;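 active means activation above the mean over all tested compounds plus 3 SD, cut at about 0.9% in these data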;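 further: 0% = DMSO-only wells and 100% = 3 µM delta7-dafachronic acid wells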
sPLA2-III inh = Inhibits HGIII-sPLA2 liposome hydrolysis, primary screen; QFRET BODIPY PC-A2 liposome hydrolysis, fluorescence; 370,000 compounds, 0.56% hits; inhibition, % at 12.2 µM; AID 743126;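 active means inhibition above mean plus 3 SD of compounds lying within the high and low control bounds, cut at about 19% in these data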;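 further: 0% = median of test compound wells and 100% = no enzyme DMSO wells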
Target sequence (Q9NZ20 whole entry, looked up): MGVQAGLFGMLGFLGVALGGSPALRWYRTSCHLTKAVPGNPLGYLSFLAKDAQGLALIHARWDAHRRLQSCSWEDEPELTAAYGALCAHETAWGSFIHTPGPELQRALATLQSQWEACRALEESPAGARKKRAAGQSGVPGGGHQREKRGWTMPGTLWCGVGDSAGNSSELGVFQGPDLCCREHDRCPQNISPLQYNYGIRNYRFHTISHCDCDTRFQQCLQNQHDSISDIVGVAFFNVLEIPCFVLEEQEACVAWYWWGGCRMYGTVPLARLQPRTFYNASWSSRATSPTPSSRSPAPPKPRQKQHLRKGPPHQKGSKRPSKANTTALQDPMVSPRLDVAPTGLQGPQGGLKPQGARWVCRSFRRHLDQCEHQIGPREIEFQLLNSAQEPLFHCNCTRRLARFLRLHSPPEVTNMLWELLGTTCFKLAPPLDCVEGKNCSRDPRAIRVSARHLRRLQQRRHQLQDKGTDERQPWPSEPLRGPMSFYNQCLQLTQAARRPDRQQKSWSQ
GC-B act = GC-B (human) receptor activation. AID 1920062. activation, % at 10 µM. HEK293-GC-B cells, CNP EC30, cGMP TR-FRET; 0% at EC30 CNP, 100% saturating CNP. P20594. 370,000 compounds, 0.11% hits;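 active means activation at 10 µM reaching about 35% in either raw or pattern-adjusted values, limit read from the data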
SMARCA2 act = increases SMARCA2 function in MMTV reporter cells. MG213 cells, MMTV-luciferase reporter, dexamethasone, overnight. activation, % at 9.1 µM. 370,000 compounds, 1% hits. AID 652017; in the data active means activation above about 7.8%;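 further: 0% = vehicle wells and 100% = reference activator wells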
The depositor's hits bear a star; x = no result given.

SMILES	hgDAF12 agonist	ADAM10 inh	hcDAF-12 act	DAX1 inh-1	DAX1 inh-2	GAA850 FXN act	NPR1 activator	ssDAF-12 act	sPLA2-III inh	GC-B act	SMARCA2 act
COc1ccccc1CNC(=O)N1CCN(Cc2nc3ccccc3c(=O)[nH]2)CC1	-0.7	-4	-1.9	x	-0.1	x	1	-0.8	5	-3	-1
Cc1nn(-c2ccccc2)c(N2CCCC2)c1C=O	1.6	-11	-1.0	-1.2	-0.6	0.9	4	-2.1	1	2	-5
CN(C)S(=O)(=O)c1ccc(C(=O)Nc2cc3c(cc2C(=O)O)OCCCO3)cc1	-2.7	10	-2.5	-2.8	-0.1	-0.5	0	-1.7	-3	6	-1
CCC1CCCCN1C(=O)CSc1nnc(N)s1 (stereo unspecified)	-0.7	-8	-0.2	0.4	1.3	0.8	2	-1.2	-4	-1	0
COC(=O)C(C(=O)OC)C(C[N+](=O)[O-])c1ccc(OC)cc1 (stereo unspecified)	-0.4	-4	-0.3	-0.6	0.0	0.0	2	-0.8	-4	0	0
COc1ccc2nc(/N=C\N(C)C)sc2c1	3.4	-3	3.5	1.1	0.5	2.8	4	-0.3	1	6	1
COc1ccc(CCN(C)C(=O)Cc2ccc(-c3ccccc3)cc2)cc1OC	-7.2	1	-5.3	-3.0	-1.3	-1.2	4	-2.5	-13	-9	-4
COc1cccc(CC2(CO)CCCN(Cc3ccc(-c4ccco4)cc3)C2)c1 (stereo unspecified)	-0.5	-5	-1.1	0.2	0.2	-2.1	-3	-1.0	-12	-3	0
CCOc1ccc(C(=O)C(CN2CCOCC2)c2ccccc2)cc1 (stereo unspecified)	-7.8	1	-4.4	-3.0	-2.1	-3.2	-5	-2.0	-2	-1	-4
CC(=O)N1CCCc2cc(S(=O)(=O)N(C)CCC#N)ccc21	-0.3	0	-1.3	0.0	-0.5	-1.2	2	-0.3	3	-1	-2
CN(CC(=O)NNC(=O)Cc1ccccc1F)S(=O)(=O)c1ccc(Cl)cc1	0.2	4	-1.3	0.3	0.1	0.3	4	-1.2	-10	-3	1
COC(=O)c1c(-c2ccccc2)noc1-c1ccccc1	-0.1	4	1.4	x	0.4	3.6	-3	-0.2	0	-5	6
CC(C)CC(=O)N1CCN(Cc2ccccc2Cl)CC1	-2.2	2	-0.8	0.1	-0.3	-0.4	-4	-0.9	4	5	-2
O=C(CSc1nncn1-c1cccnc1)Nc1cccc([N+](=O)[O-])c1	0.2	7	0.8	0.3	-0.2	-1.9	-5	-1.2	-2	-3	-2
CCC(CO)Oc1cc(NC(=O)c2cccc(Cl)c2)c2ncn(C(C)C)c2c1 (stereo unspecified)	-1.9	-7	-3.1	-1.6	-0.1	0.9	1	-1.7	7	-1	-1
CCN(CC)CCNC(=O)c1ccc(NC(=O)c2c(C)nn(-c3ccc(F)cc3)c2Cl)cc1	1.7	2	-2.5	3.1	0.1	0.2	29	-1.3	-9	-5	3
COC(=O)[C@@H]1C[C@@]2(O)[C@H](O)[C@H](O)[C@H](O)C[C@H]2N1Cc1ccc(C(F)(F)F)cc1	1.9	1	-0.3	2.0	-0.3	0.7	2	-0.6	13	5	-1
CCOc1ccc(/C=N/NC(=O)c2ccccc2O)cc1CN1CC2CC(C1)c1cccc(=O)n1C2 (stereo unspecified)	6.8	-31	-1.5	0.0	0.1	0.3	-3	0.0	-16	-9	-1
Cc1ccc2oc(=O)c3cnn(CC(=O)N4CCN(c5ccccn5)CC4)c3c2c1	0.7	-7	-0.5	0.4	0.4	1.8	3	-1.3	-4	-2	-2
COC(=O)c1cccc(NC(=S)NCCC2=CCCCC2)c1	-1.7	8	-2.5	-2.3	-1.6	0.5	7	-2.1	-14	-2	-1

Taken from the entries so far (2 entries):
SMILES	hgDAF12 agonist	ADAM10 inh	hcDAF-12 act	DAX1 inh-1	DAX1 inh-2	GAA850 FXN act	NPR1 activator	ssDAF-12 act	sPLA2-III inh	GC-B act	SMARCA2 act
COc1ccccc1CNC(=O)N1CCN(Cc2nc3ccccc3c(=O)[nH]2)CC1	-0.7	-4	-1.9	x	-0.1	x	1	-0.8	5	-3	-1
Cc1nn(-c2ccccc2)c(N2CCCC2)c1C=O	1.6	-11	-1.0	-1.2	-0.6	0.9	4	-2.1	1	2	-5

The list continues:
SMILES	hgDAF12 agonist	ADAM10 inh	hcDAF-12 act	DAX1 inh-1	DAX1 inh-2	GAA850 FXN act	NPR1 activator	ssDAF-12 act	sPLA2-III inh	GC-B act	SMARCA2 act
CCOc1ccc(/C(O)=C2/C(=O)C(=O)N(Cc3cccnc3)C2c2ccc(N(C)C)cc2)c(C)c1 (stereo unspecified)	-0.6	-5	1.3	2.0	-0.6	3.2	1	-0.7	8	2	3
CN(C)/C=C/C=C1C(=O)CCCC1=O	-0.2	5	-0.3	1.6	-0.1	0.5	1	-1.4	0	4	2
COc1cc(OC)cc(C2=Cc3ccccc3C(CC(C)=O)N2c2ccc(C#CC3(O)CCCCC3)cc2)c1 (stereo unspecified)	-5.1	-96	2.4	x	-3.9	x	-5	-1.3	-15	2	-8
COCc1cc(=O)[nH]c(Sc2c(-c3ccccc3)c3ccc(Cl)cc3[nH]c2=O)n1	1.9	-3	-0.3	-0.7	-0.5	0.2	2	-1.2	12	2	-4
Cc1ccc(CNC(=O)C2CCCN2S(=O)(=O)c2ccc(Cl)cc2)cc1 (stereo unspecified)	0.1	-85	-1.2	0.2	-0.5	0.6	0	-1.6	2	0	-2
Cc1cccnc1NC(=S)NCCc1ccccc1	12*	-31	1.0	1.6	1.3	3.6	1	0.8	16	-4	3
COc1cc(/C=C2/C(=N)N3C(SC)=NSC3=NC2=O)ccc1OC(=O)c1ccco1	3.9	-9	2.6	3.1	0.6	1.6	-5	-0.6	-11	-2	3
Cc1ccc(C)c2sc(NC(=O)c3ccc(N4C(=O)CCC4=O)cc3)nc12	0.5	-12	3.4	-0.6	0.3	-0.1	4	-0.9	3	-3	0
COC(CNC(=O)CNC(=S)N(Cc1ccccc1)Cc1cccs1)OC	1.3	12	-1.6	-0.5	0.2	0.3	0	-0.4	1	0	-3
O=C(Nc1ccc2c(c1)oc1ccccc12)c1ccncc1	-0.6	-125	-0.8	-0.6	0.2	-0.4	-6	-1.7	3	1	2
CC(=O)Nc1ccc(-c2ccnc3c2CC(C)(C(=O)NCCc2ccccc2)O3)cc1 (stereo unspecified)	0.7	-8	-2.1	x	-0.6	-2.2	-3	-0.9	-5	8	-8
N=C1S/C(=C\c2cn[nH]c2-c2ccc(F)cc2)C(=O)N1c1ccccc1F	2.0	-8	0.2	4.1	-0.3	-0.1	3	-1.6	8	-2	-1
O=C(c1cc(C2CCCCN2S(=O)(=O)c2cccs2)on1)N1CCOCC1 (stereo unspecified)	0.4	-11	-1.0	x	-0.6	-1.2	0	-1.2	3	-6	-6
CCN(CC)S(=O)(=O)c1ccc(OC)c(NC(=O)c2cn(CC)c3nc(C)ccc3c2=O)c1	-2.3	15	-1.0	0.1	-0.7	-0.6	4	-0.2	4	13	4
COC(=O)Cc1ccc(NC(=O)c2ccccc2Cl)cc1	-5.6	1	-3.6	-0.3	-0.7	-5.7	4	-1.8	-5	2	-6
CC(C)Sc1nc2c(cnn2-c2ccccc2)c(=O)[nH]1	0.6	-1	-1.6	1.3	0.3	3.9	0	-0.6	-9	-1	2
O=C1CC2(CCCCC2)Oc2ccc(O)cc21	-3.6	-15	-0.3	-0.2	0.4	3.6	-2	-1.5	-4	1	-1
O=C1CNC(=S)N1c1nc2ccccc2s1	5.0	2	6.8*	0.9	0.6	0.2	1	-0.2	-5	6	28*
O=C(COC(=O)c1cccc(S(=O)(=O)N2CCCCCC2)c1)Nc1ccccc1C(F)(F)F	-1.9	1	0.2	-0.5	0.3	1.3	1	-0.9	1	9	0
Cc1ccc(OC(=O)c2ccc(C)c([N+](=O)[O-])c2)cn1	5.2	-4	-1.6	-0.5	0.3	-1.3	-1	-0.9	-3	0	-2
COC(=O)C1=C(C)N(Cc2ccccc2)C(=NCc2ccccc2)N[C@H]1c1cccc(F)c1	-0.8	-7	-1.0	0.7	-0.6	-12	-18	-1.4	2	-16	-1
COC(C[C@@H]1O[C@@H]1[C@H](O)[C@@H](C)OCc1ccccc1)OC	4.9	-1	-0.5	0.3	-0.2	-1.5	0	-0.9	2	0	1
CN(C(=O)c1cccc(OC2CCN(S(=O)(=O)N(C)C)CC2)c1)C1CCOC1 (stereo unspecified)	2.4	-3	-1.4	-0.9	-0.3	2.9	3	-0.3	5	2	2
Cn1ccnc1C(=O)Cc1ccc([N+](=O)[O-])cc1	0.3	-7	-0.6	x	0.6	0.7	-2	-1.4	-38	1	-2
O=C(NCc1ccccc1)c1cc(C2CCCCN2S(=O)(=O)Cc2ccccc2)on1 (stereo unspecified)	-1.0	15	-2.0	x	-1.7	0.4	-4	-1.7	-13	-2	0
Cc1nn(C)cc1/C=N/NC(=O)CSc1ccccn1	-0.1	-4	-0.4	0.6	-0.8	-0.5	-2	-1.9	10	0	-2
CCN(CC)CCN1C(=O)C(=O)/C(=C(/O)c2ccc(S(=O)(=O)N3CCOCC3)cc2)C1c1ccc(C)cc1 (stereo unspecified)	0.4	7	-0.6	0.3	-0.4	1.6	4	-1.1	-2	-2	-2
O=C(c1cccc([N+](=O)[O-])c1)c1ccc2c(c1)C(=O)NC2=O	-0.4	-2	-0.9	x	-0.3	1.0	-2	-1.7	-1	-2	-2
CCCc1nc(-c2cc3ccccc3[nH]c2=O)no1	-0.9	-218	-1.3	1.5	-0.4	2.8	5	-0.4	2	1	1
CCOc1ccc(N(C(=O)CNC(=O)c2ccco2)C(C(=O)NCC2CCCO2)c2ccccc2)cc1 (stereo unspecified)	-1.3	8	2.0	0.9	-0.4	0.2	0	-1.3	10	7	-2
CN(C)c1ccc(C2C3C(=O)NC(=O)C3ON2c2ccc(Cl)cc2)cc1 (stereo unspecified)	1.4	-6	0.4	1.1	0.1	1.2	-2	-0.7	3	-2	-2
C[C@H]1COc2cc(N3CCSCC3)ccc2S(=O)(=O)N1C	-1.4	-17	-0.9	x	1.5	x	2	-1.3	17	-5	-2
Cc1onc(-c2ccccc2)c1C(=O)NC(C)CCc1ccccc1 (stereo unspecified)	0.3	-4	-1.4	-1.1	0.0	0.0	0	-1.3	2	-3	-1
O=C(NCCCc1ccccc1)c1cncc(Br)c1	2.7	5	-0.9	-1.2	0.3	0.7	3	-0.9	9	-4	-3
Cc1ccc(S(=O)(=O)NCc2cccnc2)s1	-0.9	4	-0.2	0.1	0.0	1.3	-1	-0.8	2	-6	-1
COc1ccc(-c2csc(C)n2)cc1OC	-0.2	-1	-0.7	0.1	0.4	1.3	2	-1.0	2	5	4
Cc1ccccc1NC(=O)NCC1CCN(c2ccc(S(=O)(=O)N3CCOCC3)cc2)CC1	0.4	-3	-1.1	-1.0	-0.1	-1.1	5	-1.0	1	-3	-2
CCO[C@H]1OC(C(=O)O)=C[C@@H](c2ccccc2)[C@@H]1CCCO	1.6	2	-1.0	1.2	0.9	1.3	2	-0.4	-1	5	1
O=C(Nc1ccc(F)cc1)C1CCCN(c2cnccn2)C1 (stereo unspecified)	0.6	-40	-3.4	0.3	0.0	1.7	-2	-0.1	2	-4	0
